Bcl-W Bim block: inhibitors of Bim binding to Bcl-W, primary screen, biochemical, multiplexed, bead-based flow cytometry; inhibition, % at 10 µM; AID 952, 2007; Bim peptide-Bcl-W binding; 0.02% of 190,000 active;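 note: 0% = bound tracer without compound and 100% = peptide blocker; higher means less fluorescent Bim peptide bound to Bcl-W beads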
Target sequence (Q92843 whole entry, looked up): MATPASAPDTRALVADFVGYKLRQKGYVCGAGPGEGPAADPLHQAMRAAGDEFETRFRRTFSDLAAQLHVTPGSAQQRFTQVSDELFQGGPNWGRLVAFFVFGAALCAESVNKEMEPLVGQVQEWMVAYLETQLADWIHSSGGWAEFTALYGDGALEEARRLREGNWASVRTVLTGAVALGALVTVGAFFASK
Bim-Bcl-B: inhibitors of Bim-Bcl-B binding, primary screen, biochemical, multiplexed, human Bcl-2 family; Bcl-2-like protein 10 (Homo sapiens), Q9HD36; bead-based flow cytometry, Bim peptide-Bcl-B binding; inhibition, % at 10 µM; 0.073% of 190,000 active; AID 951, 2007;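 note: 0% = tracer peptide without compound and 100% = reference inhibitor peptide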
Target sequence (Q9HD36 whole entry, looked up): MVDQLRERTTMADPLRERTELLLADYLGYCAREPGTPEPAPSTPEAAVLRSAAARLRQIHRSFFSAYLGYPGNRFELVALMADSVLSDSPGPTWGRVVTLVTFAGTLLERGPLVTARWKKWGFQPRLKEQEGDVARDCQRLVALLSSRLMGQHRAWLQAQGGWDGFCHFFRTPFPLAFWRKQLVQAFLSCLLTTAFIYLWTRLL
ABCB1 block: ABCB1 efflux pump inhibitors, primary screen, cell-based, multiplex, flow cytometry, ABCG2 counter-screen; CCRF-Adr cells, JC-1 efflux; inhibition, % at 6.6 µM; 0.067% of 190,000 active; in the data active = inhibition above about 40%;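 note: 0% = vehicle and 100% = reference inhibitor; higher value means more JC-1 retained so stronger ABCB1 efflux block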
Bcl-XL Bim block: inhibitors of Bim-Bcl-XL binding, primary screen, biochemical, multiplexed, bead flow cytometry, human Bcl-XL; inhibition, % at 10 µM; 0.04% of 190,000 active; Bim peptide-Bcl-XL binding, fluorescence; AID 1007, 2008
Target sequence (Q07817 whole entry, looked up): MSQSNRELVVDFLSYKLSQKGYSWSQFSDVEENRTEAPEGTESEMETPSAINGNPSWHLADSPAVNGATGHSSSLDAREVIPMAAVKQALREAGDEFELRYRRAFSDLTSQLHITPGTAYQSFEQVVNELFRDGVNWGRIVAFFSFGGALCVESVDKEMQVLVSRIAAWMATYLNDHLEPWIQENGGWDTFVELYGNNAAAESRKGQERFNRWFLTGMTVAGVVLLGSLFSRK
ABCG2 block: ABCG2 efflux pump inhibitors, primary screen, multiplex with ABCB1, IgMXP3 cells, flow cytometry; Broad substrate specificity ATP-binding cassette transporter ABCG2 (Homo sapiens), Q9UNQ0; JC-1 efflux; inhibition, % at 6.6 µM; 0.1% of 190,000 active; AID 1325, 2008;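 active = inhibition above 80%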;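 note: 0% = DMSO and 100% = nicardipine control wells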
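Assay system – ABCG2 IgMXP3 and barcoded ABCB1 CCRF-Adr cell mix · Input – 3 million cells/mL in well · Reagent – JC-1 fluorescent substrate · Compound – single test compound dose, 6.6 µM final · Timing – 10 min exposure at 25 °C with rotation, no wash · Detection – flow cytometry of retained JC-1 fluorescence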
RGS8-Gao reg: RGS8-Galphao binding modulators, primary screen, biochemical, multiplexed bead flow cytometry. Guanine nucleotide-binding protein G(o) subunit alpha (Homo sapiens), P09471. actives lie on both sides. response (percent of control binding), % at 10 µM. 0.34% of 220,000 active. AID 1423, 2008; in the data active = response below about 60% or above about 140%; inactive = in between;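 note: Galphao activated as the GDP aluminium fluoride complex binding bead-coupled RGS8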
Target sequence (P09471 whole entry, looked up): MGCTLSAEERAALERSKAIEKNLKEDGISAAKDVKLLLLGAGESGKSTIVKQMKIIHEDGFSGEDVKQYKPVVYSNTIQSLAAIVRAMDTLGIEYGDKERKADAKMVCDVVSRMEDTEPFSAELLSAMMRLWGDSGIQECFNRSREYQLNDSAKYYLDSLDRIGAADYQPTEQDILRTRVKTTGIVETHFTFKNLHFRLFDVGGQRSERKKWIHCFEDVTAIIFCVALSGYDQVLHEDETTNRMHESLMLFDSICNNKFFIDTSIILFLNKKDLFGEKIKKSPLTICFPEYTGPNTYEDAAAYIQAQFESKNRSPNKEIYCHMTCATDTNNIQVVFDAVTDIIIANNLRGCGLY
Bcl-2 Bim block: inhibitors of Bim-Bcl-2 binding, primary screen, biochemical, multiplexed, human Bcl-2 family. Apoptosis regulator Bcl-2 (Homo sapiens), P10415. Bead-based flow cytometry, Bim peptide-Bcl-2 binding. inhibition, % at 10 µM. 0.06% of 190,000 active. AID 950, 2007; in the data active = inhibition above about 40%; inconclusive = no clear call, values can overlap the other calls;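 note: 0% = no compound wells with probe peptide and 100% = reference peptide inhibitor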
Bim-Bfl-1: inhibitors of Bim binding to Bfl-1, primary screen, biochemical, multiplexed, bead-based flow cytometry; Bcl-2-related protein A1 (Homo sapiens), Q16548; Bim-Bfl-1 binding inhibition; inhibition, % at 10 µM; 0.12% of 190,000 active; AID 1008, 2008;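 note: 0% = wells without compound plus tracer and 100% = blocker peptide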
RGS4-Gao reg: modulators of RGS4 binding to Galphao, primary screen, biochemical, multiplexed bead flow cytometry. Guanine nucleotide-binding protein G(o) subunit alpha (Homo sapiens), P09471. 0.33% of 220,000 active. AID 1415, 2008. binding response (% of control), % at 10 µM. actives lie on both sides; in the data active = binding response below about 49% or above about 150%; inactive = in between;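 note: fluorescent Galphao activated with aluminum fluoride binding bead-coupled RGS4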
RGS7-Gao: RGS7-Galphao binding modulators, primary screen, biochemical, multiplexed bead flow cytometry. actives lie on both sides. AID 1439, 2008. binding response (% of control), % at 10 µM. 0.35% of 220,000 active. Guanine nucleotide-binding protein G(o) subunit alpha (Homo sapiens), P09471; in the data active = binding response below about 49% or above about 150%; inconclusive = no clear call, values can overlap the other calls; inactive = in between;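 note: fluorescent Galphao held in activated GDP-AlF4 state binding bead-coupled RGS7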
GSH bead fluor: compound fluorescence on glutathione beads, profiling panel, artefact control, biophysical, 488/530 nm, flow cytometry. 0.25% of 190,000 active. GSH beads flow cytometry, compound fluorescence 488/530 nm; stronger effect = higher value. fluorescence (KMESF) at 10 µM; in the data active = fluorescence above about 89;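 note: glutathione beads carrying GST-tagged Bcl family fusion proteins plus one bare bead set; values are compound well signal with DMSO vehicle wells as background; inactives centre near 16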
Starred values were filed as active, the others as inactive; ? = inconclusive; [ ] = another dose, or the depositor's remark. Cut-off read from the data, not from the text of the source, unless noted: active = inhibition above about 40%.

SMILES	Bcl-W Bim block	Bim-Bcl-B	ABCB1 block	Bcl-XL Bim block	ABCG2 block	RGS8-Gao reg	Bcl-2 Bim block	Bim-Bfl-1	RGS4-Gao reg	RGS7-Gao	GSH bead fluor
Cc1cc(NC(=O)c2ccc(S(=O)(=O)N(C)C)cc2)no1	4	-5	0.1	-6	1	102	-3	-6	97	97	46
CCc1[nH]nc2c1C(Cc1ccccc1)C(C#N)=C(N)O2 (stereo not drawn)	-1	-11	-1.0	-11	32	101	-11	-18	104	103	35
O=C(CSc1nnc(-c2ccncc2)n1Cc1ccco1)Nc1cccc(O)c1	-1	-5	0.5	-5	2	101	-4	-12	102	104	49
O=C(Nc1ccc(Nc2ccccc2)cc1)c1ccc(Br)o1	-4	-7	-1.3	-10	44	98	4	-5	100	101	35
CC(C)c1ccccc1NC(=O)c1ccc(CN(c2ccccc2)S(=O)(=O)c2ccccc2)cc1	-2	-2	0.2	-3	5	102	-4	-2	102	105	11
O=C(CCN1CCCCC1)c1ccc2c(c1)OCO2	-1	-3	1.3	-1	6	97	-3	-1	101	102	17
CC1(C)CC2CC(C)(CN2C(=O)COc2cccc3ccccc23)C1 (stereo not drawn)	0	-3	0.8	-1	6	101	-6	-9	100	98	23
COc1ccc(OCCNC(=S)Nc2cccc3ccccc23)cc1	-3	-21	0.5	-11	4	106	-13	-8	111	97	33
Cc1ccc(NC(=O)COC(=O)CCc2ccc(S(=O)(=O)N3CCOCC3)cc2)c(C)c1	-1	0	-0.4	0	-1	103	-4	-4	105	104	12
COc1ccc(/C=C2\NC(=S)N(CC3CCCO3)C2=O)c(OC)c1 (stereo not drawn)	-1	-2	0.6	1	1	99	-2	-1	108	105	11
O=C(CO)N/N=C/c1ccccc1F	-1	-3	0.1	0	4	93	0	-2	93	90	9
CC1C(=O)CC(c2ccccc2)NC1c1ccccc1 (stereo not drawn)	0	1	0.5	1	1	125	1	2	117	106	10
CCOC(=O)N1CCN(C(=O)Cn2cc3c(n2)CCCC3)CC1	0	0	-0.1	0	0	106	-1	3	99	100	79
CCCC(=O)OCCNc1cc(SCc2ccco2)c2nonc2c1[N+](=O)[O-]	0	-7	-0.4	-4	-4	97	-1	10	102	94	16
CCCC1CCc2c(c3ccccc3[nH]c2=O)O1 (stereo not drawn)	1	-9	0.4	0	3	92	-8	-9	94	94	47
Cn1c(-c2cccc(Br)c2)n[nH]c1=O	-2	-4	-0.6	0	-1	100	-5	-5	100	100	9
Cc1ccc(NC(=O)CSc2nnc(CN3CCOCC3)n2C)cc1C	-3	-3	-0.7	-4	-1	102	-5	-3	93	95	21
COc1ccc(NC(=O)c2ccc(F)cc2)cc1S(=O)(=O)Nc1cc(C)ccc1Br	-1	-8	-0.5	-6	-4	101	-4	-2	103	103	5
Cn1c(C(=O)NC2CCCCCC2)cc2c(=O)n(C)c3ccccc3c21	0	-4	2.5	-1	6	101	-6	-10	99	96	26
COc1ccc(C(O)c2coc3ccc(O)c(CN(C)C)c23)cc1 (stereo not drawn)	0	-1	0.8	-3	6	99	-3	-3	103	115	16
CC(C)(C)[C@H]1C=C(C(=O)NCc2ccccc2)O[C@@H](OCc2ccc(CO)cc2)C1	-2	-5	2.3	-4	10	102	-2	-2	104	103	20
O=C(O)Cc1ccc(NC(=O)c2cccc(NC(=O)c3ccco3)c2)cc1	-1	-3	-0.3	-3	-1	105	-4	-4	103	104	15
CCCC1S/C(=N/N=C/c2ccco2)NC1=O (stereo not drawn)	-2	-7	0.2	-4	5	101	-10	-14	97	95	13
COc1ccc(C(=O)C[N+]2(C)CCOCC2)cc1	4	-4	-0.8	-2	-4	98	-3	-3	96	101	10
O=C(CCN1CCN(c2ccccc2)CC1)Nc1cccc(Br)c1	-1	-3	0.6	-2	0	100	-3	-4	102	?	15

(more compounds)
SMILES	Bcl-W Bim block	Bim-Bcl-B	ABCB1 block	Bcl-XL Bim block	ABCG2 block	RGS8-Gao reg	Bcl-2 Bim block	Bim-Bfl-1	RGS4-Gao reg	RGS7-Gao	GSH bead fluor
O=C(Cc1ccccc1)N1CCCC(c2nc(-c3ccc(S(=O)(=O)N4CCCC4)cc3)no2)C1 (stereo not drawn)	-3	-1	2.0	-1	6	105	-1	-2	106	103	13
CCOC(=O)c1c(C)sc2c1N(C(=O)CN(CC)CC)c1ccccc1S2	-2	-3	1.2	-3	5	105	2	-1	103	105	14
COc1ccc(-n2c(=O)c3ccccc3n(CC(=O)Nc3cccc(OC)c3)c2=O)cc1	-5	0	0.6	-2	1	102	0	4	99	97	13
COC(=O)c1ccccc1NC(=O)CSc1ccccn1	-1	-5	0.2	3	2	91	-8	-16	84	86	30
COc1ccccc1N1CCN(C(=O)C(C)N(c2ccc(C)cc2)S(C)(=O)=O)CC1 (stereo not drawn)	-5	-6	0.7	-3	2	98	-3	-3	101	100	17
COCCN(Cc1cc2ccc(C)cc2n2nnnc12)Cc1nnnn1C(C)(C)C	-15	-19	1.3	-14	3	96	-15	-13	92	89	56
Cc1ccccc1Cn1c2ccccc2c2cnn(CC(=O)N3CCN(c4ccccc4)CC3)c(=O)c21	1	-5	-1.1	-2	1	100	-6	-9	102	100	20
O=C(NNS(=O)(=O)c1ccccc1F)c1cccc(S(=O)(=O)N2CCOCC2)c1	-2	-10	1.2	-6	1	104	-11	-17	101	102	10
COC(=O)C1C2C=CC3(CN(C(C)C)C(=O)C13)O2 (stereo not drawn)	-8	-8	0.6	-14	5	100	-10	-14	99	99	14
CN1CCN(c2ccccc2NC(=O)Cc2cn(C)c3ccccc23)CC1	0	-5	4.1	-5	0	100	-7	-11	100	94	19
O=C1/C(=C\c2ccco2)CCC/C1=C\c1ccco1	3	-2	-0.1	1	-2	99	3	6	96	96	6
CC1CN(S(=O)(=O)c2ccc(Cl)c(S(=O)(=O)N3CC(C)OC(C)C3)c2)CC(C)O1 (stereo not drawn)	-2	0	1.1	6	-1	91	1	1	99	101	33
CCN(CC)NC(=S)Nc1ccccc1	-4	-10	-1.5	-9	-2	107	-10	-11	106	105	35
CCN(CC)S(=O)(=O)c1ccc(C(=O)OCC(=O)N2CCN(C(=O)c3ccco3)CC2)cc1	-2	-3	0.4	-1	2	100	0	-2	101	102	25
COc1ccc(Cl)cc1N(C)C(=O)CCNC(=O)Cn1cnc2ccccc2c1=O	-7	-8	0.6	-13	2	103	-14	-13	101	100	27
Cc1csc2ncc(C(=O)NCc3ccccc3Cl)c(=O)n12	-7	-7	0.8	-5	10	98	-5	-8	101	100	16
O=C(CSCSCC(=O)Nc1ccc2c(c1)OCO2)Nc1ccc2c(c1)OCO2	1	4	-1.8	2	6	79	1	1	96	95	21
O=C(c1ccc(CS(=O)(=O)c2ccc(Br)cc2)o1)N1CCCCCC1	-2	-2	0.9	-3	1	94	-4	-1	98	98	15
Cc1ccnc(NS(=O)(=O)c2ccc(NS(=O)(=O)Cc3ccccc3)cc2)n1	0	-8	0.5	-5	10	98	-5	-16	95	96	26
O=C(NC(c1ccc(Cl)cc1)c1cc(Cl)c2cccnc2c1O)c1cccnc1 (stereo not drawn)	5	-12	19	0	39	69	5	31	66	64	27
Cn1c(-c2csc(-c3ccccc3)n2)n[nH]c1=S	-10	-20	0.4	-10	32	100	-5	-7	101	?	14
Cn1c(=O)c2c(nc(OCc3cccnc3)n2Cc2c(F)cccc2Cl)n(C)c1=O	-1	-5	4.7	-1	3	103	-8	-9	103	107	30
CCOc1ccc(-c2cc(C(=O)N3CCN(c4ccccn4)CC3)c3ccccc3n2)cc1	0	-2	2.0	0	3	100	-10	-5	100	97	12
Cc1cccc(C)c1NC(=O)NC1(C(=O)NCCN2CCOCC2)CCCCC1	0	-3	0.1	1	1	101	-2	-5	102	123	8
Cc1ccc(C)c(N(C(=O)c2nsc(Cl)c2Cl)C(C(=O)NC2CCCC2)c2ccc(O)cc2)c1 (stereo not drawn)	-1	2	1.7	-1	6	111	2	-1	103	101	12

(cont.)
SMILES	Bcl-W Bim block	Bim-Bcl-B	ABCB1 block	Bcl-XL Bim block	ABCG2 block	RGS8-Gao reg	Bcl-2 Bim block	Bim-Bfl-1	RGS4-Gao reg	RGS7-Gao	GSH bead fluor
O=[N+]([O-])c1cc(C(F)(F)F)ccc1N1CCCC(O)C1 (stereo not drawn)	-5	-9	0.2	-8	8	102	-8	-9	103	?	17
O=S(=O)(c1ccc(OCC(O)CNCc2ccco2)c(Cl)c1)N1CCOCC1 (stereo not drawn)	0	-8	-2.4	-4	-2	104	-10	-6	103	101	26
CC(Sc1n[nH]c(=O)[nH]c1=O)C(=O)OCc1ccccc1 (stereo not drawn)	-2	-16	0.1	-13	1	98	-10	-16	99	104	28
CCC(C)(C)NC(=O)C1CCN(S(=O)(=O)c2cccs2)CC1	-22	-52	0.7	-17	4	129	-52	-30	465*[activator]	424*[activator]	38
CCO[C@H]1OC(C(=O)N2CCCCCCC2)=C[C@@H](C2CCCCC2)[C@@H]1CCCO	0	-3	1.4	-2	5	103	0	-3	99	99	17
COc1cc2c(cc1OC)C(c1ccccc1)=NCC2	-2	-7	0.9	-5	6	102	0	0	103	100	9
COc1c(Cl)cc(Cl)cc1C(=O)Nc1ccc(C(=O)O)cc1	0	-2	0.2	-2	0	89	4	0	99	100	9
Oc1ccc(Nc2nc(NCC3CCCO3)c3ccccc3n2)cc1 (stereo not drawn)	-2	-7	0.9	0	7	100	-2	0	89	97	10
CCOC(=O)C(=O)/C(=C\N(C)C)c1onc(-c2ccccc2Cl)c1C(=O)OC	0	-6	0.9	-17	2	104	-8	-15	101	100	30
CCOc1nc(SCCOc2ccc(C)cc2)nc(N(C)C)n1	-6	-3	3.1	-5	103*	131	-5	-3	123	121	28
CCOc1ccc(OCC)c(NC(=O)CSc2nc3c(c(=O)n(C)c(=O)n3C)n2C(C)C)c1	-1	0	9.7	-3	41	101	0	-2	102	99	28
O=S(=O)(/N=C(/Nc1ccc(Cl)c(S(=O)(=O)Nc2ccccc2Cl)c1)c1ccc(F)cc1)c1ccccc1	-1	-2	-1.0	-5	-6	99	-7	-4	102	109	16
CN1CCN(c2nnc(-c3cccs3)c3ccccc23)CC1	0	-3	1.6	-4	11	98	-5	-6	96	?	10
